Growth percent in the NCI-60 one-dose screen (48 h, 10 µM unless noted): 100 = growth as untreated, 0 = no growth, -100 = all killed.
HL-60(TB): HL-60(TB) leukemia cells. 78,000 compounds, 9% hits; active = growth percent below 10
* marks the source's active call; other numbers are inactive results; & = joins results of further samples. Only part of the results is shown; the hit share may differ from the screen's.

SMILES,HL-60(TB)
N#Cc1c(-c2ccccc2)c(-c2ccccc2)n[nH]c1=O,80
CCCC(=O)c1ccc(Br)s1,110
CC1(C)NC(=S)C(C)(C)N1N=O,99
CCC1(C)NCCO1 (stereo unspecified),154
O=S(=O)(NCCNc1cc(-c2cn(-c3ccccc3)nc2-c2ccccc2)ccn1)c1cccc2ccccc12,36
OC(C[n+]1cccc(Br)c1)c1ccccc1 (stereo unspecified),85
O=C(CCN1C(=O)/C(=C/c2ccc(Cl)cc2)SC1=S)Nc1ncc(Cc2ccccc2)s1,101
CC1(C)OC(=O)C(=Cc2ccc(C#N)cc2)C(=O)O1,89&93
CCCSc1nc(Oc2ccc(/C=C3/SC(=O)NC3=O)cc2)c(C#N)c(-c2ccc(OC)cc2)n1,89
C[C@H]1CC[C@@]2(C)[C@@H](CC[C@@H]3[C@@H]2CC[C@]2(C)[C@@H](O)CC[C@@H]32)C1,127
NS(=O)(=O)c1ccc(NC(=O)N2CCN(c3ccc(C(F)(F)F)cn3)CC2)cc1,88
CNC(=O)c1cc(-n2ccc3cc(NS(=O)(=O)c4cc(C(F)(F)F)cc(C(F)(F)F)c4)ccc32)ccn1,101
CC(C)(C)CC(C)(C)n1nnnc1C(NC12CC3CC(CC(C3)C1)C2)c1ccc(C(C)(C)C)cc1 (stereo unspecified),100
O=C(O)c1ccccc1-c1ccccc1C(=O)Nc1ccc2c(c1)C(=O)c1ccccc1-2,61
O=C1CC(N2C(=O)/C(=C/C(Cl)=C\c3ccc([N+](=O)[O-])cc3)SC2=S)C(=O)N1c1ccc(O)cc1 (stereo unspecified),-19*
C[C@H]1C=C(C[C@H](O)CCCCCCCCCC[C@@H](O)[C@H]2CCC(=O)O2)C(=O)O1,101
COc1ccc(C(=O)/C=C/c2cc(C(=O)c3cc(OC)c(OC)c(OC)c3)ccc2OC)cc1,75
Nc1c(S(=O)(=O)O)cc(S(=O)(=O)O)c2cccc(O)c12,72
CC1=C(/C=C/C(C)=C/C=C/C(C)=C/C=C2/C(=O)/C(=C/C=C(C)/C=C/C=C(C)/C=C/C3=C(C)CCCC3(C)C)[C@@H]3CC[C@@H]2N3C)C(C)(C)CCC1,74
O=C(O)c1cn(C2CC2)c2cc(N3CCN(C(=O)CCCN4C(=O)S/C(=C/c5ccccc5)C4=O)CC3)c(F)cc2c1=O,101

Single values from the list:
Entry of O=C1CC(N2C(=O)/C(=C/C(Cl)=C\c3ccc([N+](=O)[O-])cc3)SC2=S)C(=O)N1c1ccc(O)cc1 (stereo unspecified) under HL-60(TB): -19*
Entry of CC1=C(/C=C/C(C)=C/C=C/C(C)=C/C=C2/C(=O)/C(=C/C=C(C)/C=C/C=C(C)/C=C/C3=C(C)CCCC3(C)C)[C@@H]3CC[C@@H]2N3C)C(C)(C)CCC1 under HL-60(TB): 74
Entry of CNC(=O)c1cc(-n2ccc3cc(NS(=O)(=O)c4cc(C(F)(F)F)cc(C(F)(F)F)c4)ccc32)ccn1 under HL-60(TB): 101
Entry of OC(C[n+]1cccc(Br)c1)c1ccccc1 (stereo unspecified) under HL-60(TB): 85
Entry of C[C@H]1CC[C@@]2(C)[C@@H](CC[C@@H]3[C@@H]2CC[C@]2(C)[C@@H](O)CC[C@@H]32)C1 under HL-60(TB): 127
Entry of COc1ccc(C(=O)/C=C/c2cc(C(=O)c3cc(OC)c(OC)c(OC)c3)ccc2OC)cc1 under HL-60(TB): 75
Entry of O=S(=O)(NCCNc1cc(-c2cn(-c3ccccc3)nc2-c2ccccc2)ccn1)c1cccc2ccccc12 under HL-60(TB): 36

Next part:
SMILES,HL-60(TB)
O=C1C(O)=CC(=C(c2ccccc2)c2ccccc2)c2ccccc21,57
COc1cc(-n2nc(C(=O)Nc3ccc(C(=O)NO)cc3)nc2-c2ccccc2)cc(OC)c1OC,90
O=C1c2ccccc2C(=O)C1(Br)Br,100
Cc1ccc(-c2cc3nc(-c4ccc(C)cc4)nc(C(Cl)Cl)n3n2)cc1,101
c1ccc2[nH]c(-c3ccc(Nc4nc(N5CCOCC5)nc5[nH]ncc45)cc3)nc2c1,97
O=C(c1cccc(F)c1)n1ccc2cc(NC(=S)NCCCl)ccc21,90
COc1ccc(C(=O)C(O)c2ccccc2)cc1 (stereo unspecified),107
O=C(CSc1nc2ccccc2[nH]1)Nc1ccc(-c2nc3ccccc3s2)cc1,65
CC(=O)O[C@H]1CC[C@@]2(C)[C@@H](CC[C@@H]3[C@@H]2C(=O)C[C@]2(C)C(C(C)=O)=CC[C@@H]32)C1,92
CCOC(=O)/C(=C\c1ccccc1)C(=O)c1ccccc1,35
Clc1ccccc1Nc1ccc2nnc(-c3ccncc3)n2n1,76
COC(=O)c1ccc(Nc2cc(C(C)(C)C)[nH]n2)c(N)c1,92
Cc1nc2ccccc2c(=O)n1-c1cccc(OCc2cn(-c3ccc(F)c(Cl)c3)nn2)c1,105
O=C1C=CC(=O)N1C(=O)NCNC(=O)N1C(=O)C=CC1=O,104
O=C(NCCc1ccccc1)c1ccccc1,83
CS(=O)(=O)Nc1ccc(C(=O)NC(C(=O)NO)c2ccc(-c3cc(F)cc(F)c3)cc2)cc1 (stereo unspecified),100
CCCCCCN(C)Cc1ccc(OCCOc2ccc(CN(C)CCCCCC)cc2)cc1,-43*
CC(=O)C(CN1CCCCC1)C(c1ccccc1)c1c(O)c2ccccc2oc1=O (stereo unspecified),100
CCCCCCC(C)Br (stereo unspecified),103
NC(=O)c1c(NC(=S)Nc2ccc(OC(F)(F)F)cc2)sc2c1CCC1(C2)OCCO1,94
COc1cc(C2C(C#N)=C(N)N(c3ccc(F)cc3F)C3=C2C(=O)CC(C)(C)C3)cc(Br)c1O (stereo unspecified),94
Cc1ccccc1N1C(=O)C=CC1=O,102&95
Cc1cc(C)c(N2C(=O)CC(Nc3ccccc3F)C2=O)c(C)c1 (stereo unspecified),102
CC(C)=C[C@H](O)[C@@H](O)[C@@H](CO)[C@H]1CC[C@@]2(C)[C@@H]3CC[C@H]4C(C)(C)[C@@H](O)CC[C@@]45C[C@@]35CC[C@]12C,108
Cc1nc(-c2ccccc2)cc2c(O)c(C(=O)N/N=C/Cc3ccccc3)[nH]c(=O)c12,77
CC(=O)c1sc(Nc2nc(O)c(C3=c4cc(OC(F)(F)F)ccc4=NC3=O)s2)nc1C,96
CN(C)P(CCP(C)C)N(C)C,102
COc1ccc(/C=C2\N=C3N(N/C(=N\c4ncc(C)[nH]4)N3c3ccccc3)C2=O)cc1,110
CCOc1ccc(-n2nc(C(=O)NCc3ccccc3OC)nc2-c2cc(OC)c(OC)c(OC)c2)cc1,19
O=[N+]([O-])c1ccc(Oc2cc(Cl)c(Cl)cc2Cl)c(C(F)(F)F)c1,104
COc1cc(C(=O)NNS(=O)(=O)c2ccc(C)cc2)cc(OC)c1OC,104
ClC/C=C/CSc1ncnc2nc[nH]c12,96&98
C1CCC2=NCCCN2CC1,88
O=C(Oc1ccc2ccc(=O)oc2c1)c1ccc(Cl)cc1,106
CN[C@]1(c2ccccc2Cl)CCCC[C@@H]1NCCCc1ccccc1,96
O=C(O)c1ccc(-n2cc(CNc3cccc(OC(F)(F)F)c3)c(-c3ccc(C(F)(F)F)cc3)n2)cc1,25
O=C1NC(=O)c2c1c1c3ccccc3[nH]c1c1oc3ccc(F)cc3c21,99
Cn1c(=O)[nH]c(=O)c2nc(/C=C/c3ccccc3)c(=O)[nH]c21,98
CC1CN(S(=O)(=O)c2cc(Cl)c(Oc3ccc([N+](=O)[O-])cc3Cl)c(Cl)c2)CC(C)O1 (stereo unspecified),98
COC(=O)c1n[nH]c2ccc3nc(-c4cn[nH]c4C(F)(F)F)c4c(c3c12)CCCC4,70
CN=C1SC(=Nc2ccc(N(C)C)cc2)N1C,115
NNC(=O)c1ccc(C(=O)NN)cc1,124
N#Cc1ncc(/N=C/c2ccc(N(CCCl)CCCl)cc2)s1,39
COc1ccc(C2CC(c3cccc(Nc4ccncc4)c3)=NN2c2cc(Cl)cc(Cl)c2)cc1 (stereo unspecified),4.4*
O=S(OCCN1CCOCC1)C(c1ccccc1)c1ccccc1 (stereo unspecified),97
NS(=O)(=O)c1ccc(N/C=C/C(=O)c2ccccc2)cc1,95
CC(C)(C)c1ccc(C(=O)N/N=C/c2ccc(O)cc2O)cc1,5.2*
CCOC(=O)c1cc2c([nH]c1=O)-c1cnn(-c3ccc(Cl)cc3)c1CC2,105
COc1ccc(C2=NN(c3ccc(S(N)(=O)=O)cc3)C(=O)CC2)cc1OC,115
Cc1ccc(-c2nc3c(s2)CC[C@@]2(C)C3=CC[C@@H]3[C@@H]2CC[C@]2(C)C(=O)CC[C@@H]32)cc1,92
Cn1c(O)c(/C=C2\C=Nc3ccccc32)n(C)c1=N,79
Cc1cc(O)c(C=NC(=S)c2ccccc2)c(=O)o1,98
COc1ccc(/C=C/C(=O)c2ccc(Nc3nc(NCCO)nc(N4CCOCC4)n3)cc2)cc1,103
COC(=O)C1CCC(C)C(=O)C1 (stereo unspecified),97
C/C(=C\CCc1ccoc1)CC/C=C(\C)CCCNc1ccc(F)cc1,9.6*
O=C(CCSc1nc2sc3c(c2c(=O)n1Cc1ccccc1)CCCC3)Nc1ccc(Cl)cc1,79
Cc1nc2ccccc2[nH]1,97
COc1cc(C(N)=O)c(OC)c2c1OCO2,101
CNC(=O)Oc1c(C)[nH]ccc1=O,101
O=C1/C(=C/c2ccccc2O)SC(=S)N1CCCN1CCOCC1,40

An excerpt of these results, as labelled records.
SMILES: CN=C1SC(=Nc2ccc(N(C)C)cc2)N1C
  HL-60(TB): 115

SMILES: NNC(=O)c1ccc(C(=O)NN)cc1
  HL-60(TB): 124

SMILES: N#Cc1ncc(/N=C/c2ccc(N(CCCl)CCCl)cc2)s1
  HL-60(TB): 39

SMILES: COc1ccc(C2CC(c3cccc(Nc4ccncc4)c3)=NN2c2cc(Cl)cc(Cl)c2)cc1 (stereo unspecified)
  HL-60(TB): 4.4*

More results follow.
SMILES,HL-60(TB)
CC(=O)O[C@H]1CC[C@@]2(C)[C@H](CC[C@@H]3[C@@H]2CC[C@]2(C)[C@@H]4[C@H](C[C@@H]32)O[C@]2(CC[C@@H](C)CO2)[C@H]4C)C1,117
COC(=O)c1c2c(c(C)[n+]([O-])c1C)C(=O)C=C(NCc1ccc(F)cc1)C2=O,-29*
Nc1ccc(NC(=S)Nc2ccccc2)cc1,69
COc1ccc(C2CC(=O)c3c(O)c(OC)c(OC)c(OC)c3O2)cc1O (stereo unspecified),-4.3*
COc1ccc(CCNC(=O)C2CCN(c3nc(C(F)(F)F)ccc3C#N)CC2)cc1,92
O=C1CSC(c2ccc(Br)cc2)N1n1cnnc1 (stereo unspecified),92
CC(C)N=C([Se])NC(=O)c1ccccc1,-15*
O=C(O)c1ccccc1N/C=C/C(=O)c1cc2ccccc2oc1=O,99
CN1C(=O)/C(=C/c2ccc(C(=O)Nc3nccs3)cc2)SC1=S,92
O=C1c2ccccc2C2=Cc3ccccc3C(O)N12 (stereo unspecified),97
C#CCOc1ccccc1C(Nc1ccccc1F)c1nnnn1C1CCCCC1 (stereo unspecified),89
O=C(O)c1ccccc1-c1c2ccc(=O)c(I)c-2oc2c(I)c(O)ccc12,117
CSc1nc(-c2ccco2)c(C#N)c(=O)n1C,96
OC(CCl)COc1ccc(Cl)cc1 (stereo unspecified),119
COc1cc(NC(=O)CSc2nnc(-c3ccc4nc(-c5ccc(Cl)cc5)[nH]c4c3)o2)cc(OC)c1OC,57
COc1cccc(-n2nc(C(=O)NCc3ccccc3C)nc2-c2cc(OC)c(OC)c(OC)c2)c1,89
COC(=O)C1(CC(=O)C=C(C)C)NC(=S)NC(=O)C1C#N (stereo unspecified),97
COc1ncnc2c(CN3CCN(c4ccccc4)CC3)c[nH]c12,99
COc1ccc(/C=C(/C(=O)c2ccc(OC)cc2)S(=O)(=O)c2ccc(C)cc2)cc1,103
CCCCCCCCCCCCCCCCCCOc1ccccc1CC(=O)NCCN(C)C,97
C[C@H]1CCC/C=C/[C@@H]2CCC[C@H]2[C@H](O)/C=C/C(=O)N1,104
CC(C)C[C@H](NC(=O)OCc1ccccc1)C(=O)C1CO1 (stereo partly specified),91
Nc1ccc(-c2csc(-n3[nH]c(=O)ccc3=O)n2)cc1,97
CCNCCNc1cc(C(F)(F)F)c(C#N)c2nc3ccccc3n12,112
COC(=O)CCC/C=C\C[C@H]1C=CC(=O)/C1=C/C[C@@H](O)C/C=C\CC(F)(F)F,1.0*
CCCCCCCCNC(C)(C)COC(=O)c1ccc(N)cc1,75
COc1ccc(C2CC(=O)Nc3nc(N)[se]c32)cc1 (stereo unspecified),66
Cc1ccc(NCCN2CCCCC2)c2c(=O)c3ccccc3sc12,1.5*
O=C(NCN1C(=O)c2cccc3cccc(c23)C1=O)N1CCN(CCO)CC1,99
CCN(CC)CC(O)CNc1c2ccc(Cl)cc2nc2ccc(OC)cc12 (stereo unspecified),-0.9*
c1ccc(CN2COc3c(ccc4c3OCN(Cc3ccccc3)C4)C2)cc1,-19*
O=C(Nc1ccc(CN2CCOCC2)cc1)c1ccc(-c2cc(Cl)ccc2Cl)o1,29
C/C(=N\Nc1cc(C)nc2ccc(Br)cc12)c1ccc([N+](=O)[O-])cc1,-37*
N#Cc1cccc(C(Br)S(=O)(=O)c2ccccc2)c1 (stereo unspecified),97
COc1ccc(Cc2cnc(NC(=O)c3cc(C)oc3C)s2)cc1,-9.3*
COc1cccc(C2N=NC3=C(CCCC3)N2O)c1O (stereo unspecified),101
FC(F)(F)COc1ccc(-c2nnc(Nc3ccccc3)s2)cc1,87
C[C@@H](c1ccc2c(c1)[nH]c1ccc(Cl)cc12)c1nc2ccc(Cl)cc2[nH]1,0.1*
COc1ccc(/C(Cl)=C(\CNc2ccccn2)c2ccccc2)cc1OC,94
Cc1ccc(-c2nc(N3CCN(CC(=O)Nc4ccc(Cl)cc4)CC3)c3ccccc3n2)cc1,100
